# High-throughput results as filed in PubChem BioAssay.
# uPA surface inh = qHTS for Inhibitors of Cell Surface uPA Generation | cell surface uPA generation assay, qHTS | Potency, µM (titrated, usually from 38.3 µM), for inactives: at the top dose activity change, negative = inhibition, most hits filed as inhibitors | 330,000 compounds, 0.31% hits; active means well fitted inhibition curve with a large enough effect; inconclusive means small, poorly fitted or top-dose-only effect; inactive means no such curve, though single readings can be large or run the other way; tested in mouse RAW 264.7 cells; further: potency means the concentration at half of the fitted maximal effect; on the % scale 0 is the no-effect control and ±100 the full control effect; nearly all actives have a fitted effect of over 55% in size
# USP2a inh = qHTS Assay for Inhibitors of Ubiquitin-specific Protease USP2a Using CHOP2 as the Reporter | Ubiquitin carboxyl-terminal hydrolase 2 (Homo sapiens), O75604 | USP2 core, Ub-CHOP2 coupled fluorogenic reporter, 485/531 | Potency, µM (series often up to 38.3 µM), for the others: at the highest dose activity change, negative = inhibition, actives largely listed as inhibitors | 330,000 compounds, 0.01% hits | AID 463254, 2010;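 further: potency means the concentration at half of the fitted maximal effect; plate controls were DMSO wells for no effect and full inhibition by NEM control for full effect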
#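 USP2 core (10nM final) preincubated 30min RT with compound in 20mM Tris-HCl pH 8.0, 2mM CaCl2, 2mM beta-mercaptoethanol, 0.05% CHAPS; 25nM Ub-CHOP2 plus 25nM reporter substrate added, fluorescence (Ex485/Em531) read after 60min.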
# Integrin act MD = qHTS for Activators of Integrin-Mediated Alleviation for Muscular Dystrophy | AID 624291, 2012 | alpha7betagal myoblasts, beta-gal FDG fluorescence, 48 h | 350,000 compounds, 0.064% hits | Potency, µM (titrated, usually from 38.3 µM), for inactives: top-dose activation, hits mostly activators;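 further: potency means the concentration at half of the fitted maximal effect; 100% = response of the positive control SU9516; nearly all actives have a fitted effect of over 60% in size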
#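 Alpha7betagal+/- myoblasts (passage 13) were plated 16-24 hr, then exposed to compounds (1:260 dilution of DMSO stock) for 48 hours at 37C. After MPER lysis, β-galactosidase reporter activity was read as FDG fluorescence (ex 480/em 540) after 30 minutes.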
# ASM inhibitor = Inhibitors of Secretory Acid Sphingomyelinase (S-ASM): qHTS; 340,000 compounds, 0.006% hits; Potency, µM (top dose mostly 57.5 µM), for inactives: at the highest dose activity change, negative = inhibition, actives largely listed as inhibitors; placental ASM, HMU-PC fluorogenic substrate, 60 min; AID 504937, 2011; Sphingomyelin phosphodiesterase (Homo sapiens), P17405; further: potency means the concentration at half of the fitted maximal effect
#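 Human placenta-derived ASM preincubated with compound 10 min at room temperature, then reacted with 9 uM (final) fluorogenic HMU-PC substrate for 60 min at 37 C. Stop solution raises pH to 10; fluorescence read at Ex 386/Em 447 nm.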
# BRCA1 expr up = qHTS Assay to Identify Small Molecule Activators of BRCA1 Expression. MCF7-BRCA1-FFLuc reporter, luminescence, 48 h; response scale: scaled: vehicle 0%, 10 µM genistein 100%. Potency, µM (highest dose often 46.1 µM), for inactives: top-dose activation, usual class: activators. AID 624202, 2012. 380,000 compounds, 1.1% hits; further: potency means the concentration at half of the fitted maximal effect; nearly all actives have a fitted effect of over 80% in size; some results filed as inactive show a strong effect at the top dose
#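 Compounds are tested at multiple concentrations on MCF7 BRCA1-luciferase reporter cells seeded at 2000 per well; after 48 h, a single luminescence end-point is taken and curves fitted to the normalized data.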
# Eya2 phos inh = qHTS Assay for Inhibitors of the Phosphatase Activity of Eya2 | Protein phosphatase EYA2 (Homo sapiens), O00167 | recombinant Eya2, OMFP fluorescence dephosphorylation (OMFP is methylfluorescein phosphate) | Potency, µM (doses to about 76.9 µM), for the others: top-dose activity, negative = inhibition, usual class: inhibitors | 330,000 compounds, 0.006% hits; further: potency means the concentration at half of the fitted maximal effect; on the % scale 0 is the no-effect control and ±100 the full control effect
# Target sequence (O00167 whole entry, looked up): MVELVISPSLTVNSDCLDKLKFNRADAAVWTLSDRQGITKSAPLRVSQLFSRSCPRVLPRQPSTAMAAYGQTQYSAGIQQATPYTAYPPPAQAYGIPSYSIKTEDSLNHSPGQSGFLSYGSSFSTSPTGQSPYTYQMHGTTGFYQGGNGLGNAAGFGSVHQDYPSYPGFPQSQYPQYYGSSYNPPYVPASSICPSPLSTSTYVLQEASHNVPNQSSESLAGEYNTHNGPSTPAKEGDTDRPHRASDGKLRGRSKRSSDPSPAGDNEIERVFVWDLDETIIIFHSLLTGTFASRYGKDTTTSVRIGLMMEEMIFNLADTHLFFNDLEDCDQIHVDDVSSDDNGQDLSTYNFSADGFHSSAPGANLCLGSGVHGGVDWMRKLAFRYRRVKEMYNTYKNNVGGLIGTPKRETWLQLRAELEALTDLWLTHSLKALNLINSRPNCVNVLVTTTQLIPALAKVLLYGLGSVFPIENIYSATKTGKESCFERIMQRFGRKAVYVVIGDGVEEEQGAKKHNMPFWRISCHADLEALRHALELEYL
#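 Eya2 (0.2 uM) preincubated 10 min at ambient with compound, then OMFP substrate added at 50 uM; 10 min reaction in 50 mM HEPES pH 7.5, 50 mM NaCl, 5 uM MgCl2, 0.05% BSA, 1 mM DTT. Fluorescence read at Ex 485/Em 525 nm.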
# B2AR arrestin = qHTS assay of beta-arrestin-biased ligands of beta2-adrenergic receptor | beta-arrestin recruitment to beta2AR, cell-based reporter | Potency, µM (highest dose often 46.1 µM), inactives show top-dose activation, actives largely listed as activators | 330,000 compounds, 0.02% hits;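 further: potency means the concentration at half of the fitted maximal effect; 0% = DMSO controls and full agonism = EC100 isoproterenol or metaproterenol; nearly all actives have a fitted effect of over 65% in size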
# Target sequence (P07550 whole entry, looked up): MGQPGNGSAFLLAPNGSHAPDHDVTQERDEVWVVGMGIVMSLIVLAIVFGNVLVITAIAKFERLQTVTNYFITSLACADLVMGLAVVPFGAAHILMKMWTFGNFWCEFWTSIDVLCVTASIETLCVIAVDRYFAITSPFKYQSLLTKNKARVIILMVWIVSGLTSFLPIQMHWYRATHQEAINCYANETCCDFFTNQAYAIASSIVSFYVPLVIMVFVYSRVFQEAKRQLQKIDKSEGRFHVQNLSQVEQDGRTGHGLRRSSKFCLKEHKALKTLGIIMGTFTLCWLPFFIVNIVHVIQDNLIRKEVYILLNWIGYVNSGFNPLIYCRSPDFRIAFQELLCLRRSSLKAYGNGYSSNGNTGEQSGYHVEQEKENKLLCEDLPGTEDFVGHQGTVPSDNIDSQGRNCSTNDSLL
# PTAP TSG101 blk = qHTS Assay for Iinhibitors of HIV-1 Budding by Blocking the Interaction of PTAP/TSG101; Tumor susceptibility gene 101 protein (Homo sapiens), Q99816; Fluorescence polarization, FITC-PTAP peptide / Tsg101 binding; Potency, µM (top dose mostly 115 µM), for inactives: at the top dose activity change, negative = inhibition, hits mostly inhibitors; 340,000 tested, under 10 active; active means well fitted inhibition curve with a large enough effect in the main read-out, with a control signal flat, not every such curve was filed as active; inconclusive means small, poorly fitted or top-dose-only effect, or effect the other way, or a change in a side signal; inactive means no such curve, though single readings can be large or run the other way; further: potency means the concentration at half of the fitted maximal effect; % of control where 0% means no effect
#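 FP read-out: FITC-PTAP peptide, 50 nM final, binding Tsg101 binding domain, 10 uM final; 20 min, r.t.; 10 mM HEPES pH 7.5, 0.15 M NaCl, 0.01% Tween 20, 3 mM EDTA, 0.1 mM TCEP.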
# ELG1 genotoxic = qHTS screen for small molecules that induce genotoxicity in human embryonic kidney (HEK293T) cells expressing luciferase-tagged ELG1. HEK293T ELG1-luciferase reporter, luminescence, 16 h. Potency, µM (series often up to 46 µM), for inactives: at the highest dose activity change, positive = activation, hits mostly activators. 330,000 compounds, 1.3% hits. AID 504466, 2011; further: potency means the concentration at half of the fitted maximal effect; % of control where 0% means no effect; nearly all actives have a fitted effect of over 60% in size
#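 Luminescence read-out: rising ELG1-luciferase signal, reflecting elevated ELG1 protein under genetic stress, flags genotoxic compounds. Cells were treated for 16 hr at 37 °C before ONE-Glo detection.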
# p53 reactivation = qHTS assay for re-activators of p53 using a Luc reporter; H1299 p53-A138V BP100-luciferase reporter, luminescence, 24 h; Potency, µM (top dose mostly 92.2 µM), inactives show top-dose activity change, positive = activation, hits mostly activators; 320,000 compounds, 0.063% hits; AID 504706, 2011; further: potency means the concentration at half of the fitted maximal effect; % of control where 0% means no effect; nearly all actives have a fitted effect of over 45% in size
#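 H1299 (p53-null), stable ts p53-A138V + BP100-Luc; 1000 cells/well, Opti-MEM/10% FBS; cpd 4 pt, 1:5; 24 h, 37 deg C, 5% CO2; detection reagent 10 min RT; luminescence.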
# TRPV1 agonist = HTS Assay for Compounds that Act as Agonists of the Vanilloid Receptor 1 | TRPV1-expressing cells, Fluo-8 calcium influx, agonist mode | activation, % at 8.33 µM | 320,000 compounds, 0.19% hits; in the data active means activation above about 80%; inconclusive means between about 30% and that limit; further: 0% is about no effect
#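 TRPV1-expressing cells were cultured overnight at 35.5C and loaded with Fluo-8 calcium dye for 40 to 90 min at room temperature. After a 10 s baseline, compound was added and calcium influx was read kinetically for 3 min (ex 480/em 520 nm).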
# Starred values were filed as active, the others as inactive; ? = inconclusive; · = not tested or not shown; [ ] = another dose, or the depositor's remark. Unless noted, the call rests on the fitted dose curve; in most records, active means well fitted curve in the direction sought with a large enough effect; inconclusive means small, poorly fitted or top-dose-only effect, or another doubt; inactive means no such curve, though single readings can be large; an effect the other way counts as inactive or inconclusive.
SMILES,uPA surface inh,USP2a inh,Integrin act MD,ASM inhibitor,BRCA1 expr up,Eya2 phos inh,B2AR arrestin,PTAP TSG101 blk,ELG1 genotoxic,p53 reactivation,TRPV1 agonist
Cc1cccc(NC(=O)CSc2nc3nc(C)cc(C)c3c(=O)[nH]2)c1,9%,0%,-28%,-6%,-3%,13%,-0.1%,-8%,-2%,4%,-5
O=c1[nH][nH]c(-c2ccccc2)c1C=Nc1ccc(Cl)cc1,1%,-1%,-14%,-2%,-8%,-8%,-0.3%,-9%,2%,3%,0
COc1ccc(NC(=O)COC(=O)c2c(-c3ccccc3)noc2C)cc1,·,1%,-46%[inhibitor],-1%,2%,?,0.1%,0%,0%,5%,1
Cc1cc(-c2onc(C)c2C(N)=O)no1,-1%,2%,16%,-1%,6%,-13%,9.5%,-2%,0%,0%,0
CCn1nc(C)c(/C=N/NC(=O)c2ccoc2C)c1C,-9%,-1%,21%,4%,70%,-14%,-0.5%,2%,?,3%,6
Cc1ccc2c(c1)sc1ncc(NC(=O)c3ccc(F)cc3)c(=O)n12,·,-1%,·,·,·,10%,-0.1%,·,5%,-3%,2
Cc1ccccc1-n1c(SCC(=O)c2c(N)n(C)c(=O)n(C)c2=O)nnc1-c1cccnc1,0%,-4%,3%,-2%,1%,8%,0.3%,0%,-8%,-5%,0
COc1ccc(S(=O)(=O)NCC2CCCN(C(=O)c3cccnc3)C2)cc1 (stereo not given),·,2%,?,14%,-4%,-6%,-0.3%,1%,2%,-2%,0
COc1ccc(Nc2ccc3nnc(-c4ccc(Br)cc4)n3n2)cc1,·,-3%,·,·,·,7%,6.5%,·,-1%,-20%,-1
O=C(CCNS(=O)(=O)c1cccc(C(F)(F)F)c1)NCc1ccco1,12%,-2%,5%,-2%,-2%,6%,-0.3%,1%,1%,5%,·
C=C(C)c1ccc(C(C)(C)NC(=O)NCc2ccco2)cc1,9%,0%,16%,2%,-10%,-10%,0.4%,-5%,-3%,8%,8
O=C(Nc1ncccn1)C1CCCN1S(=O)(=O)c1ccc(Cl)c(Cl)c1 (stereo not given),9%,1%,-16%,-3%,9%,-5%,0.4%,-4%,0%,-10%,-2
Cc1sc(NC(=O)Cn2[nH]c(=O)c3ccccc3c2=O)nc1-c1ccccc1,-1%,0%,-30%,0%,-30%,-1%,-1.1%,-1%,2%,11%,-4
FC(F)(F)c1cccc(NC(=S)N(CCCN2CCCC2)Cc2cccn2Cc2ccc(Cl)cc2)c1,5%,1%,-72%[inhibitor],-15%,-90%,10%,0.0%,-5%,-13%,13%,7
O=C(Nc1ccc(Cl)cc1)Nc1ccc(N2CCC(C(F)(F)F)CC2)nc1,0%,3%,3%,-1%,0%,-5%,0.2%,-3%,-1%,-2%,-2
CN(C(=O)C1CCCO1)C1CCS(=O)(=O)C1 (stereo not given),3%,0%,15%,4%,4%,-3%,0.1%,-6%,2%,1%,1
Cc1c(NC(=O)c2ccc(N(C)S(=O)(=O)c3ccccc3)cc2)c(=O)n(-c2ccccc2)n1C,2%,0%,11%,-2%,-12%,-14%,-0.2%,1%,-7%,-4%,4
Cc1[nH]c2ccccc2c1CN1CCC(CO)(Cc2ccccc2)CC1,?,-5%,?,-4%,-5%,-5%,0.5%,0%,-7%,-1%,-1
Cc1ccccc1-n1nc2c(c1NC(=O)c1cccs1)CS(=O)(=O)C2,-17%,4%,-28%,0%,24%,-2%,0.0%,0%,0%,10%,-1
Cn1c(N2CCOCC2)cc(=O)n(C)c1=O,-1%,1%,1%,4%,9%,-1%,-0.1%,0%,2%,3%,-4
CC(C)Oc1ccc(Cc2cnc(=S)[nH]c2N)cc1,17%,-7%,-17%,3%,-8%,-9%,-1.1%,0%,2%,17%,-2
CCOc1ccccc1N1CCN(c2ncnc3scc(-c4ccc(OC)cc4)c23)CC1,-1%,0%,?,-3%,-74%,22%,-1.0%,0%,-34%[inhibitor],-1%,-7
O=S(=O)(NCc1ccco1)c1ccccc1Br,2%,1%,1%,0%,12%,0%,0.0%,0%,0%,2%,0
Cc1ccc(CNC(=O)c2cccc3c2C(=O)c2ccc(N4CCC(C)CC4)cc2S3(=O)=O)cc1,-29%,5%,-18%,10%,7%,-11%,0.1%,?,0%,-12%,?
Cc1cc(C)c(C)c(S(=O)(=O)ON2C(=O)c3ccccc3C2=O)c1C,-7%,-2%,-24%,-5%,-63%,-2%,0.1%,0%,5%,-3%,3
COc1cccc(/C=N/Nc2ccc(Cl)nn2)c1,6%,2%,12%,6%,?,-1%,0.5%,-2%,?,?,2
CCOC(=O)c1cnc(SCC(=O)c2ccc(Cl)cc2)nc1N,-1%,2%,0%,-10%,48%,4%,-0.3%,-7%,?,12%,14
CS(=O)(=O)Nc1cccc(C2=NN(C(=O)c3cccc([N+](=O)[O-])c3)C(c3cccs3)C2)c1 (stereo not given),13%,2%,7%,-11%,-6%,-4%,-0.3%,2%,-3%,3%,4
CCc1cc2c(=O)c(-c3nc4ccccc4n3C)c(C)oc2c(CN2CCOCC2)c1O,23%,4%,6%,37%[activator],8%,-4%,-0.2%,-11%,-4%,5%,-1
COc1ccccc1OCC(=O)Nc1c2c(nn1-c1ccc(F)cc1)CS(=O)(=O)C2,-22%,-1%,-5%,0%,-18%,-5%,-0.3%,-1%,2%,5%,1
COc1ccc(N(CC(=O)Nc2ccc3c(c2)OCO3)S(=O)(=O)c2ccc(C)cc2)cc1OC,1%,0%,-27%,-9%,0%,0%,0.1%,0%,-2%,1%,2
CN(C(=O)COc1cccc(Br)c1)C1CCS(=O)(=O)C1 (stereo not given),0%,4%,-3%,4%,6%,1%,-0.9%,-12%,7%,6%,-1
COc1ccc(Cl)cc1CSc1ncn[nH]1,-3%,5%,-10%,3%,8%,?,-1.6%,-1%,0%,0%,-2
COc1ccccc1NC(=O)c1cc(C(=O)Nc2ccccc2OC)cc([N+](=O)[O-])c1,0%,2%,-10%,-2%,-1%,6%,0.4%,-1%,1%,-1%,2
Cc1ccc(CN2CCN(CC(=O)O)C2=O)cc1,5%,-1%,-2%,7%,6%,-8%,0.0%,1%,-1%,0%,-1
CC(CCc1ccccc1)NC(=O)Cn1cccc1C(=O)c1ccccc1 (stereo not given),-1%,0%,8%,-2%,0%,-8%,-1.2%,0%,-4%,4%,11
COc1ccc(/C=N/NC(=O)c2ccc(-n3cnnn3)cc2)cc1,-4%,0%,3%,42%,-34%,33%,-1.0%,-5%,-1%,-1%,?
Cc1nn(CC(=O)N(C)C)c(=O)c2ccccc12,0%,-3%,-3%,2%,5%,-2%,0.2%,-6%,3%,5%,0
C/C(=N\OCC(=O)OC(C)C(=O)Nc1ccc(C(N)=O)cc1)c1ccc2c(c1)OCO2 (stereo not given),13%,0%,4.5µM*,1%,-33%,-1%,-0.1%,-3%,5%,13%,?
O=C(c1cccc([N+](=O)[O-])c1)N1CCN(C(=O)c2ccco2)CC1,-3%,1%,-12%,-2%,-13%,13%,-0.4%,-4%,-2%,3%,-1
CCc1cc2c(=O)n(Cc3ccco3)c(SCc3c(C)noc3C)nc2s1,-10%,4%,-51%[inhibitor],-5%,-97%[inhibitor],-11%,-0.4%,-7%,6%,-23%,18

# Some values from the results shown.
# Cc1ccc(CN2CCN(CC(=O)O)C2=O)cc1 | ELG1 genotoxic: -1%
# C/C(=N\OCC(=O)OC(C)C(=O)Nc1ccc(C(N)=O)cc1)c1ccc2c(c1)OCO2 (stereo not given) | PTAP TSG101 blk: -3%
